Assay outcomes: PubChem BioAssay, National Center for Advancing Translational Sciences (NCATS)
D1 agonist – activates the human D1 dopamine receptor. hit rate 1% among 360,000. AID 504660. activation, % at 2 µM. HEK293 T-REx D1 cells, calcium flux, agonist mode. P21728; further: 0% is about no effect
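Inducible HEK293 T-REx D1 cells, force-coupled to calcium signalling, were plated at 4000 cells/well with tetracycline and held overnight at 30 C. After no-wash calcium dye loading, compound-evoked calcium rise over 180 s flagged agonists.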
D2 antag – antagonizes the human D2 dopamine receptor; P14416; HEK293 TREx D2 cells, calcium flux, dopamine EC80; inhibition, % at 10 µM; hit rate 2% among 340,000; AID 485344; in the data active means inhibition above about 30%; further: 0% is about no effect
Target sequence (P14416 whole entry, looked up): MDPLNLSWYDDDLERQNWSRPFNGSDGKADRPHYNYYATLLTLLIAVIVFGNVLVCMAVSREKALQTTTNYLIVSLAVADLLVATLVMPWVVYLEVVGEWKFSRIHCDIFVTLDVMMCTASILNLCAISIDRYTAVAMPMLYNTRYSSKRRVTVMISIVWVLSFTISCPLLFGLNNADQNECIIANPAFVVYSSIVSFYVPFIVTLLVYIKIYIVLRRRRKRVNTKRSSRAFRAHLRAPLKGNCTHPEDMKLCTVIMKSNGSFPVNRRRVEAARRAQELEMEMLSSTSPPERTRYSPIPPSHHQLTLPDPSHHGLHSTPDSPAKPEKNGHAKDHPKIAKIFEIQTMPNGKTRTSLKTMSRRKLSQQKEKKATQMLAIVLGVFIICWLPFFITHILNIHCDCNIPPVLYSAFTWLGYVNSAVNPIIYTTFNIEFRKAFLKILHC
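Calcium flux kinetic readout in an inducible HEK293 TREx D2 line plated overnight at 30 C. After 180 s compound exposure, an EC80 dopamine challenge follows with another 180 s kinetic read to detect antagonism.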
D2 PAM – positive allosteric modulators of human D2 dopamine receptor. HEK293 T-REx D2, calcium flux, EC20 dopamine potentiation. potentiation, % at 10 µM. hit rate 0.34% among 340,000;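 active means potentiation over 3 SD above the plate norm, cut at about 30% in these data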; further: 0% is about no effect
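Potentiation of an EC20 dopamine calcium response measured kinetically over 180 s, after a preceding 180 s compound-only read flagging agonists. Cells: inducible Hek293 Trex D2 line, 4000/well, cultured overnight at 30 C before dye loading.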
TRHR enhancer – allosteric enhancers of human TRH receptor | hit rate 0.66% among 360,000 | TRHR cells, fluo-8 calcium fluorescence, EC20 TRH enhancement | P34981 | enhancement, % at 2 µM; in the data active means enhancement above about 30%; further: 0% is about no effect
Target sequence (P34981 whole entry, looked up): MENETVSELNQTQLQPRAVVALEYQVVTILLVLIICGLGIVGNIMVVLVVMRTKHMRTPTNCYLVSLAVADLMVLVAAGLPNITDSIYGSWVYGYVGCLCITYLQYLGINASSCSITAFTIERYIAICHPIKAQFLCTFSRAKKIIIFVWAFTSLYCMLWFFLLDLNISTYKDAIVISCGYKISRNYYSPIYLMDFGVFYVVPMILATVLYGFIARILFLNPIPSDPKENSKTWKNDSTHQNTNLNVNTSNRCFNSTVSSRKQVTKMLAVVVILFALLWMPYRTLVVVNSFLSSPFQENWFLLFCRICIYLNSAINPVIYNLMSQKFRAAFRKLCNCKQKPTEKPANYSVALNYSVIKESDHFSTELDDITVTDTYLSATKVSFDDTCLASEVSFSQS
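TRHR-expressing cells loaded with fluo-8 calcium dye were read kinetically (ex 480/em 530) during compound addition, then stimulated with an EC20 of TRH (10 nM final). Enhancement of the Gq-mediated intracellular calcium response was scored.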
RXFP1 antagonist – antagonists of human relaxin receptor RXFP1; HEK293-RXFP1, relaxin-stimulated cAMP HTRF, 30 min; hits give low values; activity change, negative = inhibition, % at 57.5 µM; Q9HBX9; hit rate 0.59% among 350,000; AID 1259400;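 active means activity change of -60% or lower, but not beyond a set lower limit; inconclusive means change between -60% and -40%, or beyond the set limit; inactive means change above -40%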; further: on the % scale 0 is the no-effect control and ±100 the full control effect
D2 ag – activates the human D2 dopamine receptor; HEK293 T-REx D2 cells, calcium flux agonist mode; P14416; hit rate 0.53% among 340,000; activation, % at 2 µM; AID 485358;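 active means activation over 3 SD above normal in the single-dose calcium agonist read, cut at about 30% in these data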; further: 0% is about no effect
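Calcium-flux readout, 1 cycle/sec over 180 s following compound pin transfer, in inducible HEK293 Trex D2 cells (force-coupled); dopamine controls included. Positive calcium responses during this window marked compounds as potential agonists.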
TRHR ag – agonists of human TRH receptor; AID 493084; P34981; hit rate 0.18% among 360,000; TRHR cells, calcium flux fluo-8, FDSS agonist mode; activation, % at 2 µM; further: 0% is about no effect
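In this calcium-flux screen, cells bearing human TRHR are dye-loaded with fluo-8, baselined for 10 cycles, then exposed to library compounds; positive kinetic calcium responses during the agonist phase mark hits, with TRH as control.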
D1 potentiator – enhances dopamine response at the human D1 receptor; P21728; HEK293 TREx D1 cells, calcium flux, dopamine EC20 potentiation; potentiation, % at 10 µM; hit rate 0.036% among 360,000; in the data active means potentiation above about 30%; further: 0% is about no effect
D1 antag – antagonists of human D1 dopamine receptor. AID 504652. activity change, negative = inhibition, % at 10 µM. P21728. hit rate 3.2% among 360,000. HEK293 TREx D1 cells, calcium flux, dopamine EC80; hits give low values; in the data active means activity change below about -30%; further: on the % scale 0 is the no-effect control and ±100 the full control effect
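Kinetic fluorescence of a calcium dye serves as the read-out. D1-expressing Hek293 Trex cells, induced overnight at 30 C, are exposed to compound for 180 s before an EC80 dopamine addition, then read 180 s further.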
* hit, by the source's call; u = inconclusive; x = not tested or not shown. Unless noted, no stated cut-off is given here; in the data, active means activation above about 30%; inactive means the rest.

Values run as follows: D1 agonist	D2 antag	D2 PAM	TRHR enhancer	RXFP1 antagonist	D2 ag	TRHR ag	D1 potentiator	D1 antag
COc1ccccc1N1CCN(C(=O)c2sc3ncn(CC(=O)N4CCC(C)CC4)c(=O)c3c2C)CC1
→ 0	-1	6	2	-10	-1.0	-0.8	1	-14
COc1ccc(CN2CCN(C)CC2)cc1OCc1ccccc1
→ 2	-40	-3	-5	-5	-0.7	0.2	0	-25
Cc1cccc(N2C(=O)SC(N(C)c3ccccc3)C2=O)c1 (stereo not drawn)
→ 0	-5	-5	-1	-15	0.2	-1.1	-3	4
Cc1cc(C)c(C#N)c(SCC(=O)NN2CC(=O)N(c3ccccc3F)CC2=O)n1
→ 3	7	-4	14	-2	-0.6	-0.7	2	17
O=C(CNC(=O)c1ccc(Cl)cc1Cl)OCC(=O)c1ccc2c(c1)OCCO2
→ 3	11	1	-1	-1	0.5	0.9	-4	-14
Cc1occc(=O)c1OCc1ccc(Cl)cc1Cl
→ 2	12	-5	1	-12	-0.9	-0.7	-6	0
COc1ccc(C2(O)CCN(Cc3nnnn3Cc3ccc(F)cc3)CC2)cc1
→ 6	-13	-19	-6	-6	-0.3	-0.2	-6	3
CCOC(=O)c1c(COC(=O)c2ccco2)nc2ccccc2[n+]1[O-]
→ 1	7	x	1	-11	-1.1	-2.0	-5	-9
Cc1cccc(C)c1N=C1C(=O)Nc2ccccc21
→ 4	3	12	-4	7	0.4	-0.5	2	3
CCOc1ccc(N2CC(C(=O)Nc3ccc(S(=O)(=O)Nc4ncccn4)cc3)CC2=O)cc1 (stereo not drawn)
→ -2	-16	-9	32*	-2	-0.3	0.1	-1	x

Among those listed so far, these have fluorine.
Values run as follows: D1 agonist	D2 antag	D2 PAM	TRHR enhancer	RXFP1 antagonist	D2 ag	TRHR ag	D1 potentiator	D1 antag
Cc1cc(C)c(C#N)c(SCC(=O)NN2CC(=O)N(c3ccccc3F)CC2=O)n1
→ 3	7	-4	14	-2	-0.6	-0.7	2	17
COc1ccc(C2(O)CCN(Cc3nnnn3Cc3ccc(F)cc3)CC2)cc1
→ 6	-13	-19	-6	-6	-0.3	-0.2	-6	3

Remaining list, next part.
Values run as follows: D1 agonist	D2 antag	D2 PAM	TRHR enhancer	RXFP1 antagonist	D2 ag	TRHR ag	D1 potentiator	D1 antag
CC(C)Oc1cccc(OCCN2C(=O)c3ccccc3C2=O)c1
→ 0	-12	-9	3	0	-0.2	-0.3	-4	-9
O=C(Cn1cnc2ccccc2c1=O)NCCC(=O)N1CCN(Cc2ccccc2)CC1
→ 3	-17	17	3	-20	0.9	0.1	7	9
CCOc1ccc(CNC(=O)CCC(=O)n2nc(C)c3ccccc32)cc1
→ 0	x	x	8	0	x	-0.1	0	-1
c1ccc(CSc2nnnn2-c2ccccc2)cc1
→ 0	16	-3	2	-5	-0.7	-0.6	-1	7
CCc1ccc(CN2CCC(Oc3ccc(C(=O)NCc4ccccn4)cc3)CC2)o1
→ 6	22	-5	-2	5	-0.6	0.3	-6	-4
Cc1ccc(NC(=O)CCNS(=O)(=O)c2ccc3c(c2)c(=O)n(C)c(=O)n3C)cc1C
→ 3	-16	0	0	5	-0.3	0.7	-4	-12
O=S(=O)(c1ccc(Br)cc1)c1nnn2c1nc(NCc1cccs1)c1sccc12
→ 6	x	-3	2	-14	0.6	0.8	-6	-5
CCCSc1nnc2[nH]c(=O)cc(N)n12
→ -1	2	19	-6	-1	-0.4	0.2	-1	27
COc1ccc(CC(=O)Nc2cccc(-c3cn4ccccc4n3)c2)cc1
→ -2	-4	5	-3	-7	-2.1	-0.1	-6	4
CCN1CCN(CCNC(=O)CCCCCn2c(=O)[nH]c3cc(C(=O)OC)ccc3c2=O)CC1
→ 2	x	x	13	-21	x	0.2	-2	-3

With a hit mark in TRHR enhancer, of those listed so far:
compound | D1 agonist | D2 antag | D2 PAM | TRHR enhancer | RXFP1 antagonist | TRHR ag | D1 potentiator | D1 antag
CCOc1ccc(N2CC(C(=O)Nc3ccc(S(=O)(=O)Nc4ncccn4)cc3)CC2=O)cc1 (stereo not drawn) | -2 | -16 | -9 | 32* | -2 | 0.1 | -1 | x

Other entries:
Values run as follows: D1 agonist	D2 antag	D2 PAM	TRHR enhancer	RXFP1 antagonist	D2 ag	TRHR ag	D1 potentiator	D1 antag
O=C(N/N=C/c1cccc(OCc2ccccc2)c1)c1ccc(Br)o1
→ -1	-3	-5	-2	-36	-0.4	-0.3	-13	-3
Cc1ccc(S(N)(=O)=O)cc1NC(=O)/C=C/c1cccs1
→ 6	x	x	-4	-8	x	0.4	4	-5
COC(=O)c1nn(-c2ccccc2)c(Cl)c1/C=N/OCc1ccc(Cl)cc1Cl
→ 3	-8	-9	13	9	-0.1	0.2	-1	12
Cc1nc2ccccn2c1P(=O)(N1CCCCC1)N1CCCCC1
→ -2	2	4	1	-6	0.0	0.5	1	-11
COc1nc(N2CCCC2)nc(-n2nnc(C(C)=O)c2C)n1
→ 0	1	x	1	5	-0.3	0.4	-1	5
COc1ccc(C(=O)C2CCCN(S(=O)(=O)c3cccc(C)c3)C2)c(C)c1 (stereo not drawn)
→ 13	9	-1	-5	-12	1.2	0.1	1	2
COc1ccc(-c2cnnn2-c2ccc(NC(=O)c3ccc(S(=O)(=O)N4CCCCC4)cc3)cc2)cc1
→ 0	1	-3	-2	x	1.0	2.2	10	-3
CCOC(=O)C1=C(C)N=C2SC(C)C(=O)N2C1c1cccc(F)c1 (stereo not drawn)
→ 0	-18	-2	-3	-8	-1.7	-0.6	-7	5
CS(=O)(=O)N1CCN(C(=O)CSc2ccccc2)CC1
→ 2	1	5	-12	-26	0.3	0.3	-3	-2
Cc1ccccc1OCCn1cc(C=O)c2ccccc21
→ 7	0	14	-4	-7	-1.1	-2.5	-4	-13

Single values from above:
Under TRHR ag, CCOC(=O)c1c(COC(=O)c2ccco2)nc2ccccc2[n+]1[O-] has -2.0
Under D2 antag, Cc1cc(C)c(C#N)c(SCC(=O)NN2CC(=O)N(c3ccccc3F)CC2=O)n1 has 7
Under D2 ag, COc1ccc(-c2cnnn2-c2ccc(NC(=O)c3ccc(S(=O)(=O)N4CCCCC4)cc3)cc2)cc1 has 1.0
Under RXFP1 antagonist, COc1ccc(CC(=O)Nc2cccc(-c3cn4ccccc4n3)c2)cc1 has -7

Additional compounds follow.
Values run as follows: D1 agonist	D2 antag	D2 PAM	TRHR enhancer	RXFP1 antagonist	D2 ag	TRHR ag	D1 potentiator	D1 antag
Cc1ccc(C)c(SCC(=O)OCC(=O)NCc2ccccc2)c1
→ -3	-7	4	-3	1	-1.1	-0.9	-2	-20
Cc1cc(C)n2nc(SCc3ccccc3)nc2n1
→ 2	2	4	-1	4	-1.2	-0.6	0	-6
COc1cc(C2/C(=C(\O)c3ccc4c(c3)CC(C)O4)C(=O)C(=O)N2CC2CCCO2)cc(OC)c1OC (stereo not drawn)
→ 2	-22	3	-2	-7	-0.3	-0.2	-4	8
O=C(CCSc1nnc(-c2ccncc2)o1)Nc1ccc(Cl)cc1
→ 5	-25	4	6	-9	0.7	0.3	-8	-9
Cc1ccc(CNC(=O)Nc2cn(CC(C)C)c(=O)c3ccccc23)cc1
→ -1	x	1	2	x	-1.2	-1.1	-1	-5
O=C(Nc1ccc2ccccc2n1)c1ccccc1Br
→ -4	6	-3	3	-12	0.9	-1.6	-2	1
Cc1cc(SCC(=O)NC(=O)c2cccn2C)nc2ccccc12
→ 2	-7	0	6	-2	-2.0	0.3	2	7
CCNc1nc(NC(C)C)nc(N(C#N)CCOc2ccc(Cl)cc2Cl)n1
→ 7	-2	-3	-2	6	0.3	0.7	2	7
C#CCOCCOCCOCCNc1nc(N2CCN(C(=O)CCCCCCCCCCNC(=O)[C@H]([C@@H](C)CC)n3cc(CCCCN=C(N)N)nn3)CC2)nc(N2CCN(C(=O)CCCCCCCCCCNC(=O)[C@H]([C@@H](C)CC)n3cc(CCCCN=C(N)N)nn3)CC2)n1
→ 2	-2	5	13	x	0.1	0.3	0	8
O=C(COc1cccc(Cl)c1)N1CCC(c2nc3ccccc3s2)CC1
→ 5	x	-7	2	-12	x	0.5	2	-16
O=C(CCc1ccc(S(=O)(=O)N2CCOCC2)cc1)Nc1ccc(N2CCOCC2)cc1
→ 1	-14	-15	-7	-16	-0.8	0.1	-6	-3
O=C(Cn1c(-c2ccccn2)nc2ccccc21)NCCN1CCOCC1
→ 2	x	6	1	1	x	0.7	7	5
O=C(NCCc1ccccc1)C(c1ccc(F)cc1)N(C(=O)c1csnn1)C1CC1 (stereo not drawn)
→ -2	-33	-14	-1	-5	-0.3	-0.4	8	16
CCN(CC)S(=O)(=O)c1ccc(OC(C)C)c(N)c1
→ 2	3	4	7	-6	2.1	0.3	-2	-9
CCC1(C)Cc2c(sc3nnn(CC(=O)Nc4cccc5ccccc45)c(=O)c23)CO1 (stereo not drawn)
→ -1	-2	1	3	25	0.2	0.0	3	-5
CC(Sc1nnc(-c2ccc(Cl)cc2)n1N)C(=O)NCC1CCCO1 (stereo not drawn)
→ 1	-10	10	5	-2	0.1	-0.1	-2	-3
Oc1cccc(Nc2nc(-c3ccccc3Cl)nc3ccccc23)c1
→ 0	-12	8	-1	u	-0.2	0.8	-6	-25
CCCCNCCOCCOc1ccccc1-c1ccccc1
→ 21	76*	-21	2	-24	-0.1	0.1	-5	-27
Cc1cc(C)c(C#N)c(SCc2ccccc2C(=O)O)n1
→ 2	-15	1	-4	-7	-1.1	-0.5	-2	2
O=[N+]([O-])c1cccc(N/N=C/c2cccc(O)c2O)c1
→ 3	-10	1	-9	-87*	1.3	-0.3	-1	-6

A different layout for part of the listing above:
SMILES | D1 agonist | D2 antag | D2 PAM | TRHR enhancer | RXFP1 antagonist | D2 ag | TRHR ag | D1 potentiator | D1 antag
O=C(Cn1c(-c2ccccn2)nc2ccccc21)NCCN1CCOCC1 | 2 | x | 6 | 1 | 1 | x | 0.7 | 7 | 5
O=C(NCCc1ccccc1)C(c1ccc(F)cc1)N(C(=O)c1csnn1)C1CC1 (stereo not drawn) | -2 | -33 | -14 | -1 | -5 | -0.3 | -0.4 | 8 | 16
